Assay outcomes (PubChem)
KOR beta-arrestin-1: KOR antagonists, beta-arrestin recruitment, cell-based, luminescence, uHTS (AID 1778); 290,000 compounds, 0.091% hits; KOR beta-arrestin recruitment, luminescence, antagonist mode; higher % means a stronger effect; inhibition, % at 10 µM; hits with a dose series show IC50 in µM; note: strong numbers were not always called active
NOD1 inhibition: inhibition of NOD1-driven NF-kB reporter – cell-based, luminescence, uHTS, primary screen (AID 1578); NOD1-driven NF-kB luciferase reporter cells, luminescence; higher % means a stronger effect; inhibition, % at 4 µM, or EC50 in µM where a hit was titrated; 290,000 compounds, 1% hits; in the data active = inhibition mostly above about 36%, no sharp cut-off; inactive = mostly below about 34%;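 note: HEK-293T reporter cells stimulated with the NOD1 agonist gamma-tri-DAP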
T cell HTS: T cell immune modulation candidate. 330,000 compounds, 0.068% hits. calls only at 7 µM. AID 2052. 2C CD8+ T cell-vesicle binding, flow cytometry; active compounds read low;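 active = response, share of CD8 T cells binding vesicles, and their 90th percentile fluorescence all below set limits, cut at about 80% in these data, passing the limit was not always enough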
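Test system: purified 2C TCR transgenic mouse naive CD8+ T cells. Probe or stimulus: QL9-peptide-loaded Drosophila micro-vesicles bearing Ld, ICAM-1 and B7-1. Incubation: binding step 1.5 h, 37 °C, antibody labelling 20 min, ice. Measured by: flow cytometry of vesicle-bound cells.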
GPR55 antagonists: GPR55 antagonists blocking LPI-driven arrestin recruitment, primary screen, imaging, U2OS, beta-arrestin-GFP, LPI agonist (AID 2013) | 290,000 compounds, 0.13% hits | inhibition, % at 10 µM; hits with a dose series show IC50 in µM | U2OS GPR55 beta-arrestin-GFP translocation imaging, LPI antagonism; higher % means a stronger effect;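 active = spots per cell inhibited over 60%, with over 100 cells counted and total cytoplasm intensity under 500,000; inconclusive = wells with under 100 cells, flagged as likely toxic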;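 note: U2OS cells stably carrying GPR55 and arrestin-GFP stimulated by 5 µM LPI near EC80; imaged beta-arrestin-GFP aggregate spots per cell after agonist stimulation; plate controls were LPI-stimulated DMSO wells for no effect and DMSO wells without LPI for full effect; some results filed as inactive read as strong as hits; confirmed hits need IC50 under 10 µM and bright autofluorescent wells are also inconclusive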
NTR1 agonist: NTR1-driven beta-arrestin-GFP spot formation – imaging, U2OS cells, high content, primary screen (AID 493036); P30989; agonist mode; activation, % at 20 µM; 330,000 compounds, 0.17% hits;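 active = activation at or above 40% of the spot to cytoplasm intensity ratio, with at least 20 cells analyzed; inconclusive = wells under 20 cells, flagged as cytotoxic or low count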;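 note: 0% = DMSO without peptide and 100% = 100 nM NTR1 peptide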
Target sequence (P30989 whole entry, looked up): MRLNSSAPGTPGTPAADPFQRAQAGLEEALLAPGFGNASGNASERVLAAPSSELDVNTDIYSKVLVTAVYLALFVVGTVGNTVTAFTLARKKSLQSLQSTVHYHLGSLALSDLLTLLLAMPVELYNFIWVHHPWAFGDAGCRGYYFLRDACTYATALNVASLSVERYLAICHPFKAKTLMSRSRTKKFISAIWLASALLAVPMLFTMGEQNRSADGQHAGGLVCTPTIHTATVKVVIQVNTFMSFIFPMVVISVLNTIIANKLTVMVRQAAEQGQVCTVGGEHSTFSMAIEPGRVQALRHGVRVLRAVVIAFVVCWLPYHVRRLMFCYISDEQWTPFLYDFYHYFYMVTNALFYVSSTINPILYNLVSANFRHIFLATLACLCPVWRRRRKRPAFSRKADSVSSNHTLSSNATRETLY
NOD2 inhibition: NOD2 signaling inhibitors, cell-based, luminescence, uHTS, HEK293 (AID 1566); 290,000 compounds, 0.63% hits; HEK293 NOD2/NF-kB luciferase reporter, luminescence; higher % means a stronger effect; one-dose inhibition, % at 4 µM; EC50 in µM for titrated hits; note: many of its hits are not listed in these tables
KOR beta-arrestin-2: kappa opioid receptor activators – cell-based, luminescence, uHTS, primary screen (AID 1777). KOR beta-arrestin recruitment, luminescence; higher % means a stronger effect. one-dose activation, % at 10 µM; EC50 in µM for titrated hits. 280,000 compounds, 0.02% hits; in the data active = activation above about 50%, passing the limit was not always enough; note: a part of the inactive calls stands beside numbers as strong as those of hits
GPR55 activation: selective activators of receptor GPR55 – imaging, U2OS cells, beta-arrestin-GFP redistribution, primary screen (AID 1961) | activation, % at 10 µM; hits with a dose series show EC50 in µM | 290,000 compounds, 0.048% hits | U2OS GPR55 beta-arrestin-GFP redistribution imaging; higher % means a stronger effect;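 active = activation above 40% with more than 50 cells counted in the well; inconclusive = wells holding fewer than 50 cells, flagged as toxic or sparse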;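 note: U2OS osteosarcoma cells stably expressing GPR55 and beta-arrestin-GFP; plate controls were DMSO negative control for no effect and LPI positive control for full effect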
Myeloid diff MLP: myeloid differentiation induction; 360,000 compounds, 1% hits; calls only at 10 µM; ER-HoxA9 myeloid progenitors, lysozyme-GFP differentiation, flow cytometry;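 active = normalized GFP-positive differentiation at or above the plate's own cutoff, the solvent-only control mean plus 3 SD; inconclusive = no clear call, values can overlap the other calls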;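 note: cells exposed to compound for four days before flow analysis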
T cell HTS vesicle-bound %: recorded beside T cell HTS, whose call it bears; double positive events, %; measured here: CD8+ vesicle-bound cell fraction;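 binding gate set so that unloaded-vesicle control wells show 10% double positive cells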
NTR1 agonist cell count 20 µM: further read-out of NTR1 agonist, marked with its call; cell count; measured here: cell count, cytotoxicity flag
Myeloid diff MLP GFP+ MAC1+ %: second read-out of Myeloid diff MLP, no call of its own (marks repeat the call); GFP+ MAC1+ double positive, %; measured here: differentiation confirmed by MAC1 staining
The depositor's hits bear a star; i = inactive; ? = inconclusive; / = no result given; [ ] = another dose, or the depositor's remark. Cut-off read from the data, not from the text of the source, unless noted: active = inhibition above about 50%; inactive = the rest. An excerpt; count on the stated rates, not on these rows.

SMILES | KOR beta-arrestin-1 | NOD1 inhibition | T cell HTS | T cell HTS vesicle-bound % | GPR55 antagonists | NTR1 agonist | NTR1 agonist cell count 20 µM | NOD2 inhibition | KOR beta-arrestin-2 | GPR55 activation | Myeloid diff MLP | Myeloid diff MLP GFP+ MAC1+ %
CCOc1ccc(CCNC(=O)C2CCN(S(=O)(=O)N3CCC(C)CC3)CC2)cc1OCC | 13% | -16% | i | 19 | -1% | 2.5 | 77 | 14% | -2.4% | 0.4% | i | 0.7
CCOC(=O)C1CCN(C(=O)c2ccc(Br)o2)CC1 | -22% | -4% | i | 33 | 13% | 0.5 | 70 | 4% | -2.3% | -0.1% | i | 0.7
COc1ccccc1-c1c(C)nn2c(N)c(-c3ccc(Cl)cc3)cnc12 | -56%[20 µM] | -9% | i | 67 | 4% | 1.6 | 63 | 15% | -2.5% | -0.3% | i | 0.9
Cn1c(=O)[nH]c(=O)c2c1nc(N/N=C/c1ccncc1)n2Cc1ccc(F)cc1 | -11% | -4% | i | 56 | 13% | 1.5 | 50 | 8% | 5.0% | 0.3% | i | 1.0
CC(C)C(OC(=O)/C=C/c1ccc2c(c1)OCO2)C(=O)NC(N)=O (stereo unspecified) | 43% | 30% | i | 33 | -11% | -1.3 | 51 | -2% | -2.3% | -0.7% | i | 0.3
CC(=O)c1ccc(NC(=O)Nc2ccc([N+](=O)[O-])cc2)cc1 | 25% | -37% | i | 14 | 8% | 3.4 | 60 | -33% | -6.2% | -0.3% | i | 0.4
Cc1nc(-c2cc(-c3ccc(Cl)cc3)no2)cs1 | -3% | -6% | i | 61 | 5% | -1.6 | 82 | -14% | -4.4% | 0.6% | i | 0.2
CCC(C)(C)NC(=O)C(c1cccc(OC)c1OC)N(CCC(C)C)C(=O)CCC(=O)Nc1cc(C)on1 (stereo unspecified) | 0%[20 µM] | -7% | i | 52 | 4% | -0.6 | 87 | 10% | -6.8% | -0.1% | i | 1.1
COc1ccc(S(N)(=O)=O)cc1C(N)=O | -27%[20 µM] | 4% | i | 50 | 10% | -0.1 | 89 | 26% | -3.3% | -0.1% | i | 0.3
COc1cc(/C=C2\SC(=S)N(NS(=O)(=O)c3ccc(C)cc3)C2=O)cc(OC)c1OC | 2% | 8% | i | 33 | 7% | 1.3 | 58 | 12% | 9.7% | 0.5% | i | 0.1
CCC(C)NCCOCCOc1ccc(Cl)cc1Br (stereo unspecified) | -67%[20 µM] | 16% | i | 27 | 18% | 0.5 | 50 | -6% | 5.5% | -0.1% | i | 0.8
COC(=O)Nc1ncc(CN2C(=O)c3ccccc3C2=O)s1 | 12% | -22% | i | 24 | 10% | -0.7 | 68 | -8% | 1.0% | 0.0% | i | 6.5
CCOC(=O)c1c(NC(=O)C2CC=CCC2C(=O)O)sc(C)c1CC (stereo unspecified) | 2%[20 µM] | 38% | i | 24 | 16% | 0.2 | 38 | 12% | / | -0.1% | i | 0.7
Cn1ncc(Br)c1C(=O)Nc1cccc(C(F)(F)F)c1 | 6% | 17% | i | 17 | 0% | -1.0 | 50 | 8% | 1.6% | -0.3% | i | 0.2
CN(Cc1ccco1)C(=O)C1CCN(c2nnc(-n3cccc3)s2)CC1 | -17% | 12% | i | 42 | -12% | -0.3 | 43 | -7% | 7.9% | -0.2% | ? | /
CC(C)CCn1c(N2CCOCC2)nc2c1c(=O)n(CC(N)=O)c(=O)n2C | 17% | 19% | i | 43 | 3% | 0.3 | 66 | 1% | 12% | 0.1% | i | 0.9
Cc1ccccc1NC(=O)Nc1ccccc1Br | -1% | / | i | 29 | 23% | 0.6 | 44 | -21% | -2.3% | -0.1% | i | 1.1
CCOC(=O)c1nc(NCc2ccccc2C)c2ccccc2n1 | 5% | -4% | i | 50 | 1% | -0.9 | 99 | 7% | -2.1% | -0.4% | i | 0.4
COc1cc(-c2onc3ccc(Br)cc23)cc(OC)c1OC | -62%[20 µM] | 12% | i | 33 | -9% | 1.0 | 32 | -22% | / | -0.1% | ? | /
CC(=O)Nc1ccc(C(=S)NCCCO)cc1 | 20% | -16% | i | 3 | -4% | 0.0 | 22 | 10% | -5.3% | 0.2% | i | 0.2
COc1ccc(-n2nc3cc(C)c(NC(C)=O)cc3n2)cc1 | -24%[20 µM] | -19% | i | 63 | -1% | 1.3 | 47 | -116% | -0.8% | 0.0% | i | 0.3
COCCNc1c(-c2cc3ccc(C)c(C)c3[nH]c2=O)nc2ccccn12 | 2%[20 µM] | -10% | i | 13 | 12% | 3.4 | 47 | -111% | / | -0.1% | i | 0.5
CCCn1c(=N)n(CC(O)COc2ccc(C)cc2)c2ccccc21 (stereo unspecified) | 7% | -6% | i | 50 | 1% | 2.8 | 53 | 12% | 1.6% | -0.6% | i | 0.3
O=C(c1cccc(Cl)c1)N1CCN(Cc2ccncc2)CC1 | 6% | -9% | / | / | 10% | / | / | 9% | 3.8% | -0.2% | i | 1.1
Cc1nccn1-c1ccc(C=O)cc1 | -52%[20 µM] | -14% | i | 41 | 8% | 1.5 | 47 | 4% | / | 0.2% | i | 0.0
Following part:
SMILES | KOR beta-arrestin-1 | NOD1 inhibition | T cell HTS | T cell HTS vesicle-bound % | GPR55 antagonists | NTR1 agonist | NTR1 agonist cell count 20 µM | NOD2 inhibition | KOR beta-arrestin-2 | GPR55 activation | Myeloid diff MLP | Myeloid diff MLP GFP+ MAC1+ %
Cc1cc(OC(C)C(=O)NC(Cc2c[nH]c3ccc(O)cc23)C(=O)O)c2c(C)cc(=O)oc2c1 (stereo unspecified) | -24%[20 µM] | -15% | i | 10 | 4% | -3.0 | 99 | 2% | -4.1% | -0.1% | i | 1.2
CCOc1ccc(C(=O)Nc2ccc3c(c2)C(=O)NC3=O)cc1 | 3%[20 µM] | -8% | i | 0 | 12% | 2.8 | 55 | 11% | -4.2% | -0.1% | i | 2.4
N#Cc1nc(N2CCOCC2)nc(N2CCOCC2)n1 | -10% | 10% | i | 48 | -2% | 0.4 | 59 | 14% | -0.1% | -0.1% | i | 0.6
O=[N+]([O-])c1cccc(S(=O)(=O)NCCc2cccs2)c1 | -24% | -5% | i | 32 | -8% | -0.2 | 53 | 5% | 1.8% | ? | i | 0.5
Cc1cc(C(=O)NCCCN2CCCC2=O)no1 | -6% | -10% | i | 8 | 14% | 0.2 | 84 | 8% | -3.1% | 0.2% | i | 2.2
O=C(NCCc1ccccc1)C1CCCN(S(=O)(=O)c2cccc3nonc23)C1 (stereo unspecified) | -8% | -5% | i | 38 | 9% | -0.7 | 42 | -14% | -2.0% | -0.1% | i | 1.5
CCNc1nc(NC(C)C)nc(N2CC(=O)N(CC(=O)OCC)C2=N)n1 | 24% | -18% | i | 39 | 13% | 0.1 | 70 | 3% | 0.6% | -0.1% | i | 3.8
Cc1cc(C)c2c3c(sc2n1)C(c1cccc(F)c1)C(C#N)=C(N)O3 (stereo unspecified) | -24% | 58% | i | 28 | -6% | 17 | 70 | 24% | 0.6% | -0.1% | i | 3.7
NC(=O)CCN(C1CCCCC1)S(=O)(=O)c1cccc2nsnc12 | -4% | -19% | i | 35 | 12% | 0.9 | 64 | 8% | -1.2% | -0.4% | i | 1.0
O=S(=O)(c1ccc(Cl)cc1)N(Cc1ccccn1)Cc1ccccn1 | -2% | -5% | i | 27 | -6% | -1.8 | 94 | -11% | 11% | 0.4% | i | 1.1
COc1ccccc1C(=O)N/N=C/c1ccc(Cl)s1 | -17% | 35% | i | 47 | 9% | 7.6 | 67 | -16% | 4.3% | -0.3% | i | 0.0
COc1ccc2nc(NC(=O)C3CCN(S(=O)(=O)c4cccnc4)CC3)sc2c1 | 17% | 12% | i | 48 | -2% | 4.8 | 57 | 5% | -0.3% | -0.2% | i | 3.5
Cc1cc(C)nc(Nc2cccc3ccccc23)n1 | 0% | -35% | i | 52 | -3% | 1.0 | 49 | 3% | 1.8% | -0.1% | i | 0.7
O=C(NC1CCCC1)c1cc2cc(Br)ccc2o1 | 19% | -86% | i | 17 | -8% | 2.2 | 50 | -79% | -0.1% | -0.1% | / | /
Cc1ccc(S(=O)(=O)C2(C(=O)O)CCCC2)cc1C | -23% | -13% | i | 38 | -9% | 1.1 | 40 | -8% | / | 0.6% | i | 4.9
CCN(CC)c1ncnc2c1cnn2Cc1ccc(C)cc1 | 4% | -3% | i | 10 | -2% | -0.6 | 87 | 20% | -6.4% | 0.0% | i | 1.0
COc1cccc(NC(=O)c2ccc(-c3ccc([N+](=O)[O-])cc3)o2)c1 | -15%[20 µM] | -26% | i | 30 | 4% | 3.4 | 84 | -25% | / | -0.1% | i | 0.4
O=C(CSc1nc2ccc(NC(=O)c3ccccc3C(=O)O)cc2s1)Nc1c(Cl)cccc1Cl | -12% | -19% | i | 21 | 6% | 4.1 | 60 | 8% | 0.9% | 0.0% | i | 2.1
Cc1ccc(S(=O)(=O)Nc2c(C)n(C)n(-c3ccccc3)c2=O)cc1C(=O)NCc1ccccn1 | 20% | -29% | i | 30 | 5% | -0.3 | 86 | -4% | -4.9% | 0.0% | i | 0.8
Cc1cccc(NS(=O)(=O)c2ccc3oc(=O)ccc3c2)c1C | -49%[20 µM] | -11% | i | 57 | 1% | 1.9 | 53 | 21% | 0.0% | -0.4% | i | 0.5
CCOC(=O)N/N=C/c1ccccc1OCc1ccc(Cl)cc1 | -19% | -5% | i | 31 | 5% | 1.4 | 43 | 12% | -0.7% | -0.1% | i | 0.6
Cc1cc(C)c2c(n1)sc1c(=O)n(CC(=O)c3ccccc3)cnc12 | 13% | -12% | i | 43 | 5% | 2.5 | 46 | -75% | 3.8% | 0.9% | i | 0.5
Cc1sc2nc(SCCN(C)C)n(-c3ccccc3)c(=O)c2c1-c1ccc(F)cc1 | -13% | -16% | i | 31 | 7% | 9.1 | 41 | 18% | 2.9% | / | i | 0.9

Random excerpt: 2 entries already listed, in no set order.
SMILES | KOR beta-arrestin-1 | NOD1 inhibition | T cell HTS | T cell HTS vesicle-bound % | GPR55 antagonists | NTR1 agonist | NTR1 agonist cell count 20 µM | NOD2 inhibition | KOR beta-arrestin-2 | GPR55 activation | Myeloid diff MLP | Myeloid diff MLP GFP+ MAC1+ %
COc1cc(-c2onc3ccc(Br)cc23)cc(OC)c1OC | -62%[20 µM] | 12% | i | 33 | -9% | 1.0 | 32 | -22% | / | -0.1% | ? | /
O=C(NC1CCCC1)c1cc2cc(Br)ccc2o1 | 19% | -86% | i | 17 | -8% | 2.2 | 50 | -79% | -0.1% | -0.1% | / | /
